# Screening data from PubChem.
# S2 tox: cell viability loss in ATXN counter-screen. S2 cells (HEK-293 line with an ATXN2-luciferase reporter) viability, CellTiter-Fluor protease fluorescence, 24 h. Potency, µM (top dose mostly 56.7 µM), usual class: cytotoxic. 400,000 compounds, 0.49% hits. AID 651635; also: potency is read from the fitted curve at half-maximal effect; nearly all actives have a fitted effect of over 40% in size
# A549 viability: A549 cytotoxicity, counter-screen for Nrf2 inhibitors; AID 504648; Potency, µM (doses to about 46 µM), inactives show top-dose activity change, negative = cytotoxicity, usual class: inhibitors; 390,000 compounds, 0.16% hits; A549 ARE-Fluc cells, CellTiter-Fluor viability, 18-24 h; also: potency is read from the fitted curve at half-maximal effect; % is scaled to controls: 0 for no effect and ±100 for the full control effect
#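 Cytotoxicity counterscreen: CellTiter-Fluor fluorescence was measured in A549 ARE_Fluc cells after 18-24 h of compound exposure in a concentration series. The subsequent BugLite luminescent read reports ARE-luciferase activity.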
# EPAC2 agonist: agonists of human EPAC2 (RAPGEF4); Q8WZA2; EPAC2 activation, biochemical qHTS; response scale: 100% = 6.5 mM cAMP response; Potency, µM (series often up to 154 µM), without a hit: top-dose activation, hits mostly activators; 360,000 compounds, 0.079% hits; AID 720711; also: potency is read from the fitted curve at half-maximal effect; nearly all actives have a fitted effect of over 50% in size
# Target sequence (Q8WZA2 whole entry, looked up): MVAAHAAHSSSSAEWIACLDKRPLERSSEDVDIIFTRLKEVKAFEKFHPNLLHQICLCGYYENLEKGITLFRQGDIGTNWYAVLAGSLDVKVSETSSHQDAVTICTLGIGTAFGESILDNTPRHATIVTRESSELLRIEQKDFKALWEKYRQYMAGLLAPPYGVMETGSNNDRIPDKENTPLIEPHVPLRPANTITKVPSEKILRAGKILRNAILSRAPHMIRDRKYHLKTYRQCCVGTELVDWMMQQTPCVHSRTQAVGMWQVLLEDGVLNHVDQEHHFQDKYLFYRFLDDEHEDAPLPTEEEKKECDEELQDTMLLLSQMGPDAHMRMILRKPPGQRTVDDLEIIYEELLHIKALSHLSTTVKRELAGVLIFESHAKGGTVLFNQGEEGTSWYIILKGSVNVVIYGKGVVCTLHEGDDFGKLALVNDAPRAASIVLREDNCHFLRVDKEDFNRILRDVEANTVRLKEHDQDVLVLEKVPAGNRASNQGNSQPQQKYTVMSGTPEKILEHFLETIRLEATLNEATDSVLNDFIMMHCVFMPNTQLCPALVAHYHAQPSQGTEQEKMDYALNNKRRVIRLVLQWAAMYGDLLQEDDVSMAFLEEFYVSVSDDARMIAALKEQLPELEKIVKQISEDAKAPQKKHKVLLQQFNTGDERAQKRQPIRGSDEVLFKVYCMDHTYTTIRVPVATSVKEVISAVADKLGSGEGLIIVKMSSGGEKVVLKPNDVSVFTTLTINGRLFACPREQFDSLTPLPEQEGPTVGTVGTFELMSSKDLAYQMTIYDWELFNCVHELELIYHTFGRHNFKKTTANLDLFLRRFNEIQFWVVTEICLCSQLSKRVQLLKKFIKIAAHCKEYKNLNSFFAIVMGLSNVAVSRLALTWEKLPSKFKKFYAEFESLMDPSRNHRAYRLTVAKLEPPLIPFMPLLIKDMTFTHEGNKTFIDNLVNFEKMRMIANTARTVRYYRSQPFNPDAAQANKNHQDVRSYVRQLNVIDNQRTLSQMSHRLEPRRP
#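 Compounds were titrated in qHTS against a Rap1B-BODIPY-GDP (250 nM) complex with EPAC2 (100 nM) and GDP (50 uM). BODIPY-GDP release tracked at 480/540 nm over 30 min at room temperature, normalized to 6.5 mM cAMP.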
# Nrf2 block: Nrf2 pathway inhibition; 360,000 compounds, 2.1% hits; A549 ARE-Fluc reporter, luciferase luminescence, 18-24 h; Potency, µM (top dose mostly 46 µM), for inactives: top-dose activity change, negative = inhibition, hits mostly inhibitors; also: potency is read from the fitted curve at half-maximal effect; % is scaled to controls: 0 for no effect and ±100 for the full control effect; nearly all actives have a fitted effect of over 60% in size
#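 A549 ARE_Fluc cells, 5000/well, 5% FBS OPTI-MEM; compounds in dose-response, 18-24 h at 37 °C/5% CO2; CellTiter-Fluor viability read (Ex 405/Em 525), then BugLite luciferase luminescence = Nrf2 activity.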
# Nrf2 ARE act: Nrf2 pathway activation; 410,000 compounds, 0.31% hits; AREc32 ARE-luciferase reporter (MCF7-derived line), luminescence, 24 h; Potency, µM (series often up to 46.1 µM), without a hit: top-dose activation, most hits filed as activators; also: potency is read from the fitted curve at half-maximal effect; % of control where 0% means no effect; nearly all actives have a fitted effect of over 65% in size
#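 Quantitative high-throughput format: AREc32 reporter cells, 1000 per well, received compound by pin transfer and were incubated 24 hr at 37 deg C, 5% CO2, before Steady-Glo luminescence detection.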
# HepG2 tox: counter-screen for TGF-b inhibitors: cytotoxicity in HepG2 cells | HepG2 CAGA-GFP viability, ATP luminescence, 18 h | Potency, µM (doses to about 46.1 µM), for inactives: at the highest dose activity change, negative = cytotoxicity, usual class: cytotoxic | 410,000 compounds, 0.76% hits | AID 588856; also: potency is read from the fitted curve at half-maximal effect; some results filed as inactive show a strong effect at the top dose
#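 CellTiter-Glo luminescence gave cytotoxicity after 18 hours at 37 degrees C. The cells were HepG2 CAGA-GFP in 1% FBS DMEM, stimulated with 500 pg/mL TGF-beta after compound addition. %Activity was normalised to no-cell wells (complete cell-killing) and DMSO (no toxicity), and curves were fitted and classified.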
# IL-2 act: activates IL-2 in a cell-based reporter assay. activation, % (series mostly up to about 46 µM). IL-2 activation reporter assay, cell-based qHTS; stimulated with anti-CD3/CD4/CD28 beads; in transgenic mouse T cells. 360,000 compounds, 0.065% hits; in the data active = activation above about 50%; inconclusive = mostly about 30% to 49%; also: 0% is about no effect
#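 Unstimulated transgenic mouse T cells; 60-min compound exposure; bead-based TCR/CD4/CD28 stimulation; 18 h culture, 37 degrees C; dual fluorescence (EGFP, DsRed) plate cytometry.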
# ATXN2 expr inh: inhibitors of ATXN2 expression. AID 1745845. 360,000 compounds, 0.72% hits. Potency, µM (titrated, usually from 57 µM), inactives show at the highest dose activity change, negative = inhibition, most hits filed as inhibitors. HEK-293 ATXN2-luciferase reporter, luminescence, 24 h; also: potency is read from the fitted curve at half-maximal effect; % is scaled to controls: 0 for no effect and ±100 for the full control effect; nearly all actives have a fitted effect of over 55% in size
#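 qHTS (up to 57 uM final) was run with 24 h compound exposure of reporter cells at 37 °C. Each well was multiplexed: SteadyGlo luminescence measured ATXN2-luciferase expression after a fluorogenic Gly-Phe-AFC viability readout (25 uM final).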
# TGFb inhibitor: TGF-b pathway inhibition; HepG2 CAGA-GFP TGF-b/SMAD3 reporter, GFP fluorescence, 18 h; TGF-beta stimulated, 500 pg/mL final; Potency, µM (doses to about 46.1 µM), for inactives: at the top dose activity, negative = inhibition, usual class: inhibitors; 410,000 compounds, 1.2% hits; AID 588855; also: potency is read from the fitted curve at half-maximal effect; % is scaled to controls: 0 for no effect and ±100 for the full control effect; nearly all actives have a fitted effect of over 65% in size
#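 HEPG2 CAGA-GFP reporter cells (1000/well, DMEM with 1% FBS) received compounds, then recombinant TGF-beta at 500 pg/mL final for 18 hours at 37 degrees C. Per-cell GFP summed per well was normalised to unstimulated and stimulated DMSO controls before curve fitting.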
# * marks the source's active call; other numbers are inactive results; i = inactive; ? = inconclusive; / = not tested or not shown; & = joins results of further samples; [ ] = dose if it differs, or a comment. Unless noted, calls follow the shape of the dose curve; as a rule, active = well fitted curve in the direction sought with a large enough effect; inconclusive = small, poorly fitted or top-dose-only effect, or another doubt; inactive = no such curve, though single readings can be large; an effect the other way counts as inactive or inconclusive.
# Order of results: S2 tox	A549 viability	EPAC2 agonist	Nrf2 block	Nrf2 ARE act	HepG2 tox	IL-2 act	ATXN2 expr inh	TGFb inhibitor
- CCC(=O)N1CCN(c2cc(C)ccc2C)CC1
 : i	-1%	4%	-30%	-0.1%	-4%	4.2	2%	5%
- Cc1cccc(N2CCN(S(=O)(=O)c3ccc4c(c3)C(C)(C)C(=O)N4C)CC2C)c1 (stereo not drawn)
 : i	16%	3%	-17%	0.1%	-3%	-1.2	-12%	?
- COc1ccc2[nH]c3c(c2c1)CCN1C(=O)C(CC(=O)NCCc2ccccn2)C[C@H](C(=O)N(C(C)C)C(C)C)[C@@]31C (stereo partly drawn)
 : i	-2%	4%	9%	4.0%	-13%	-0.7	4%	-29%
- COc1cccc(N(C(=O)Cn2nnc(-c3ccc(C)o3)n2)C(C(=O)NC(C)(C)C)c2cccs2)c1 (stereo not drawn)
 : i	7%	-18%	21%	0.3%	-5%	-4.0	1%	-10%
- O=C1NC(=S)S/C1=C\c1cc(Cl)cc(Cl)c1O
 : ?	?	-11%	-7%	2.4%	2%	-1.9	-26%	?
- N#CC1=C(N)NC(=S)C(C(N)=O)C1c1ccc(Cl)cc1Cl (stereo not drawn)
 : 24µM*	0%	2%	-7%	5.0%	7.1µM*	-0.7	?	?
- O=S(=O)(Cc1ccccc1)N1CCN(Cc2ccc(F)cc2Cl)CC1
 : i	-6%	9%	-9%	-1.0%	-44%	-2.2	-11%	-2%
- O=C(Cn1ccnc1[N+](=O)[O-])NCc1ccccc1
 : ?	0%	0%	1%	0.7%	4%	1.6	2%&4%	-11%
- COc1ccc(Cl)cc1NC(=O)COC(=O)C1=NNC(=O)CC1
 : i	-5%	6%	-13%	9.9%	-5%	-0.9	-4%	-10%
- CCn1c(CNC(=O)c2ccco2)nnc1SCC(=O)c1ccc(F)cc1
 : i	?	3%	3%	0.4%	-1%	0.5	2%	25%
- CCC(C)c1ccc2oc(-c3ccc(NC(=O)c4cc5ccccc5o4)cc3)nc2c1 (stereo not drawn)
 : i	-1%	/	18%	0.2%	1%	/	0%	-11%
- O=c1c2ccccc2ncn1-c1ccc(Br)cc1[N+](=O)[O-]
 : ?	-11%	8%	9%	-0.5%	-2%	0.6	1%	-7%
- COc1ccc(NC(=O)CCc2nc3c(C)nn(-c4ccc(C)cc4)c3n(C)c2=O)c(OC)c1
 : i	?	/	/	-0.8%	3%	/	7%	-32%
- CCCCN(C)CCNC(=O)C(NC(=O)C1CCC(C)CC1)C(C)C (stereo not drawn)
 : i	2%	-2%	-2%	-0.2%	-37%	-0.3	-8%	0%
- OCCNCC(O)Cn1c2ccccc2c2ccccc21 (stereo not drawn)
 : i	0%	0%	15%	-0.5%	3%	0.8	-6%	0%
- O=C(Nc1ccccc1F)C(Cc1ccccc1)n1cccc1 (stereo not drawn)
 : /	0%	/	6%	4.0%	-22%	/	/	-11%
- CCOC(=O)c1c(NC(=O)CSc2nnc3c(Cl)cc(Cl)cn23)sc2c1CCC2
 : i	-2%	-13%	-21%	0.1%	-28%	-0.7	-9%	3%
- COc1ccc(NC(=O)C2CC(=O)N(c3cc(C)ccc3C)C2)cc1 (stereo not drawn)
 : i	1%	-85%[inhibitor][15.6 µM]	13%	-1.6%	-8%	1.9	-4%	14%
- Cc1c(Cl)cccc1NC(=O)Cn1cc2c(n1)CCCC2
 : i	-1%	/	-16%	0.5%	12%	/	-5%	16%
- S=C(Nc1ccc(Br)cc1)Nc1ccc2c(c1)OCCO2
 : i	-1%	9%	2%	-0.6%	-25%	-2.6	0%	-29%

# Brought forward from above: 3 compounds, then new ones.
# Order of results: S2 tox	A549 viability	EPAC2 agonist	Nrf2 block	Nrf2 ARE act	HepG2 tox	IL-2 act	ATXN2 expr inh	TGFb inhibitor
- COc1ccc(NC(=O)C2CC(=O)N(c3cc(C)ccc3C)C2)cc1 (stereo not drawn)
 : i	1%	-85%[inhibitor][15.6 µM]	13%	-1.6%	-8%	1.9	-4%	14%
- Cc1c(Cl)cccc1NC(=O)Cn1cc2c(n1)CCCC2
 : i	-1%	/	-16%	0.5%	12%	/	-5%	16%
- S=C(Nc1ccc(Br)cc1)Nc1ccc2c(c1)OCCO2
 : i	-1%	9%	2%	-0.6%	-25%	-2.6	0%	-29%
- CCOP(=O)(OCC)C(NC(=O)Nc1ccc(C)cc1)C(N)=O (stereo not drawn)
 : ?	5%	9%	1%	0.1%	-10%	3.2	4%	15%
- CC(=O)Nc1cccc(-c2ccnc3c2CC(C)(C(=O)Nc2cccc(OC(F)(F)F)c2)O3)c1 (stereo not drawn)
 : ?	/	-1%	/	-1.9%	-51%	-0.7	?	14µM*
- CCC(C)N(C(=O)COc1ccc(Br)cc1C=O)C1CCS(=O)(=O)C1 (stereo not drawn)
 : i	-3%	-3%	12%	-0.2%	-12%	-3.2	-1%	0%
- COc1ccc(-n2cc(C(=O)NCc3ccc(Cl)cc3)c3ccccc3c2=O)cc1
 : /	0%	/	?	0.1%	-31%	/	/	?
- Cc1nc2cc(C(F)(F)F)ccc2n1C
 : ?	-5%	-4%	-6%	0.0%	1%	0.9	?	-14%
- Cc1c(Cl)cccc1S(=O)(=O)Nc1ccnn1C
 : i	-4%	-1%	-14%	-0.7%	-151%	-0.2	6%	-10%
- CCN(CC(=O)Nc1c(F)cccc1F)C(=O)c1cc([N+](=O)[O-])ccc1N1CCOCC1
 : ?	-15%	-1%	-11%	-0.8%	-12%	-3.9	-3%	-7%
- Cn1c(-c2ccccc2)cnc1SCc1nc2ccccc2c(=O)[nH]1
 : i	0%	6%	-18%	-0.2%	0%	-2.1	5%	0%
- O=c1c2nccnc2[nH]c(=S)n1Cc1ccccc1Cl
 : /	0%	8%	?	0.0%	-19%	-0.6	/	-4%
- O=C(CCNC(=O)OCC1c2ccccc2-c2ccccc21)NOCc1ccccc1
 : i	-2%	1%	18%	4.4%	1%	-0.1	-1%	16%
- Cc1ccc2nc(-c3ccccc3)cc(C(=O)N3CCN(c4ccccc4O)CC3)c2c1
 : ?	-1%	0%	-1%	3.7%	-7%	-1.2	14%	-3%
- O=C(CS(=O)c1ccc(C(F)(F)F)cc1[N+](=O)[O-])Oc1ccc(Cl)cc1 (stereo not drawn)
 : ?	-12%	13%	-24%	?	-95%	-1.2	-39%	?
- Cc1ccc(CN2C(=O)c3ccccc3NC2c2ccccn2)cc1 (stereo not drawn)
 : i	-2%	9%	-5%	0.1%	8%	1.9	6%	?
- COc1cc(/C=C/C(=O)O)ccc1OCc1ccccc1C#N
 : i	?	6%	?	0.3%	-43%	0.5	-15%	-1%
- C/C=C/c1ccc(OCC(=O)N(CCOC)c2c(N)n(CCCC)c(=O)[nH]c2=O)c(OC)c1
 : i	-6%	-10%	-7%	-0.2%	-7%	-5.1	5%	-15%
- CCNC(=O)/C(C#N)=C/c1c(N2CCN(c3ccccc3)CC2)nc2c(C)cccn2c1=O
 : i	-1%	-3%	-22%	-1.8%	-13%	-4.8	-22%	9%
- Cc1cccc(NC(=O)c2ccc3c(c2)CCN3S(C)(=O)=O)c1
 : i	2%	3%	?	0.3%	-2%	-0.1	17%	-6%
- c1ccc(CNCc2ccco2)cc1
 : ?	3%	5%	-7%	-0.4%	44%	0.2	-50%	26%
- COc1ccc2nc(NC(=O)c3nc(S(=O)(=O)Cc4ccc(C)cc4)ncc3Cl)sc2c1
 : /	-23%	/	?	19%	-100%	/	/	4.5µM*
- COC(=O)c1ccc(Nc2c([N+](=O)[O-])ccc3nonc23)cc1
 : i	-13%	-8%	-2%	-0.3%	5%	7.7	5%	0%

# (list continues)
# Order of results: S2 tox	A549 viability	EPAC2 agonist	Nrf2 block	Nrf2 ARE act	HepG2 tox	IL-2 act	ATXN2 expr inh	TGFb inhibitor
- CN(C)C(=O)C1C2NC(=S)N(c3cccc(Cl)c3)C1(C)Oc1ccc(Cl)cc12 (stereo not drawn)
 : i	3%	3%	-11%	0.1%	-16%	0.5	2%	-2%
- CS(=O)(=O)N(CC(=O)NCc1ccccc1)C1CCCCC1
 : i	7%	0%	0%	-0.9%	3%	-2.0	7%	-19%
- O=C(CSc1nnc(-c2ccccc2)c(-c2ccccc2)n1)Nc1ccccc1Cl
 : i	-5%	/	/	5.1%	-6%	/	-14%	-12%
- Cc1nc(NC(=O)c2ccccc2)sc1-c1cc(C(=O)N2CCOCC2)nn1Cc1ccccc1
 : i	/	13%	/	-0.3%	-6%	1.8	-16%	13%
- O=C1CCC(=O)N1Cc1c(Cl)cccc1Cl
 : i	2%	-2%	-10%	-0.3%	3%	1.3	15%	4%
- COc1ccccc1CNC(=O)C1CCN(S(=O)(=O)c2cccc3cccnc23)CC1
 : i	-1%	7%	?	0.6%	21%	-1.0	2%	?
- O=C(/C=C\c1ccccc1)Oc1cccc2cccnc12
 : ?	20%	6%	11%	-1.4%	-1%	-1.0	/	?
- O=C(Nc1ccccc1)C1=C(c2ccccc2)S(=O)(=O)CCS1(=O)=O
 : 8.9µM*	-1%	-1%	?	-2.8%	2.5µM*	-0.2	5.6µM*	2.5µM*
- CC(NC(=O)c1cc2c(=O)n3ccccc3nc2n(C(C)C)c1=N)c1ccccc1 (stereo not drawn)
 : /	18%	/	13%	-0.8%	-11%	/	-13%	-5%
- N#CCCN(Cc1ccccc1)C(=O)c1cccs1
 : i	-2%	8%	11%	2.0%	-12%	-1.3	-15%	-12%
- Cc1ccccc1OCc1nnc(SCc2cc(=O)c3cc(F)ccc3[nH]2)n1C
 : ?	-3%	/	/	0.5%	-10%	/	-12%	-6%
- COc1ccc(NC(=O)COc2ccccc2C#N)c(S(=O)(=O)N2CCCCC2)c1
 : i	-15%	-20%	-30%	2.1%	-34%	-0.1	-8%	-7%
